mut p53 react = re-activators of the mutant p53 pathway | SW480 PUMA-promoter luciferase, p53 mutant reactivation | activation, % at 9.98 µM | hit rate 1.5% among 28,000 | AID 624151; in the data active means activation above about 52%
STK33 kin inh = human STK33 kinase inhibition | AID 2322 | inhibition, % at 12.5 µM | ADP-Glo luminescence, MBP substrate | Q9BYT3 | hit rate 0.44% among 27,000; in the data active means inhibition above about 20%
Target sequence (Q9BYT3 whole entry, looked up): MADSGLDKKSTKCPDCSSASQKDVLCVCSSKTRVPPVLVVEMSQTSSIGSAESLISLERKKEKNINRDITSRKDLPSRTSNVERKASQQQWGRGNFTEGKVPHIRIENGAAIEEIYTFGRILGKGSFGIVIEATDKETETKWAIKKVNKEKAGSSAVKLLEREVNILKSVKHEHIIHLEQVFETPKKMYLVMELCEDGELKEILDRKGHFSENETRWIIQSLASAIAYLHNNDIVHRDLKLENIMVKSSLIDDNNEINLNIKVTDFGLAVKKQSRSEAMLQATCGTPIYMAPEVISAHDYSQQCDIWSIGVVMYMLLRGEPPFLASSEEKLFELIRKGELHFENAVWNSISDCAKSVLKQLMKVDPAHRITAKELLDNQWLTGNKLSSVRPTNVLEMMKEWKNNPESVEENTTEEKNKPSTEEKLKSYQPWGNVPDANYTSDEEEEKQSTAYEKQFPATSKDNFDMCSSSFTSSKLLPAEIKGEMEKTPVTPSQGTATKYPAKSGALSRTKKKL
Numbers without * were called inactive; . = no result given. Not all compounds are listed; the hit share may differ from the screen's.

SMILES	mut p53 react	STK33 kin inh
Cc1noc(C)c1S(=O)(=O)Nc1ccc2c(c1)C(=O)N([C@H](C)CO)C[C@H](C)[C@@H](CN(C)C(=O)Nc1ccc(F)cc1)OCCCC[C@@H](C)O2	.	-1
C[C@H]1CN([C@@H](C)CO)C(=O)c2cc(-c3cccc(F)c3)cnc2O[C@H]1CN(C)C(=O)C1CC1	-5	.
Cc1ccc(CN2C(=O)N(c3ccc(F)cc3)C(=O)C2CC(=O)Nc2ccc(Cl)cc2)cc1 (centres undefined)	2	-1
CCc1cccc(C)c1NC(=O)CSc1nc2ccccc2c(=O)n1-c1cccc2ccccc12	-22	1
C[C@H]1CN([C@@H](C)CO)S(=O)(=O)c2ccc(-c3cccc(C(=O)N(C)C)c3)cc2O[C@@H]1CN(C)C(=O)Nc1ccc(F)cc1	10	.
COc1ccc(OC(=O)N(C)C[C@@H]2OCc3cn(nn3)CCCC(=O)N([C@@H](C)CO)C[C@@H]2C)cc1	.	-6
CCOc1nc(NC2CCCC2)nc(N2CCC(C)CC2)n1	.	1
CCOc1cc(C(=O)O)cc(Br)c1OCC(N)=O	5	3
O=C(NCc1ccco1)c1ccc(NC(=O)c2ccccc2)cc1	7	5
C[C@@H]1CN([C@H](C)CO)C(=O)Cc2cc(NC(=O)C3CC3)ccc2O[C@H]1CN(C)S(C)(=O)=O	.	2
COc1ccc(S(=O)(=O)N(C)C[C@@H]2Oc3c(cccc3N(C)C)C(=O)N([C@@H](C)CO)C[C@@H]2C)cc1	7	.
Cc1noc(C)c1S(=O)(=O)Nc1ccc2c(c1)CC(=O)N([C@@H](C)CO)C[C@@H](C)[C@@H](CN(C)S(=O)(=O)c1c(C)noc1C)O2	.	1
CC1CCN(S(=O)(=O)c2ccc(Cl)c(C(=O)Nc3ccccc3[N+](=O)[O-])c2)CC1	-7	0
COc1ccc(S(=O)(=O)N(C)C[C@@H]2Oc3c(NC(=O)c4cc(C)nn4C)cccc3C(=O)N([C@@H](C)CO)C[C@@H]2C)cc1	5	.
C[C@@H]1CN([C@@H](C)CO)C(=O)c2cccc(NS(=O)(=O)c3ccccc3)c2O[C@@H]1CN(C)C	3	.
COc1ccc(C)cc1NC(=O)c1ccc(OCC(=O)Nc2ccccc2C(F)(F)F)cc1	3	0
COc1ccc(NC(=O)CN(c2ccc(Cl)c(Cl)c2)S(C)(=O)=O)cc1OC	-3	1
C[C@H](CO)N1C[C@H](C)[C@H](CN(C)Cc2ccc(C(=O)O)cc2)Oc2ccc(NS(=O)(=O)c3ccccc3)cc2CC1=O	.	-2
C[C@@H]1CN([C@@H](C)CO)C(=O)Cc2cc(NS(C)(=O)=O)ccc2O[C@H]1CN(C)C(=O)Nc1ccc(C(F)(F)F)cc1	-1	.
Cc1noc(C)c1S(=O)(=O)Nc1ccc2c(c1)C(=O)N([C@H](C)CO)C[C@@H](C)[C@H](CN(C)C)O2	-1	.
CNC(=O)CN(c1cc(C)ccc1C)S(=O)(=O)c1ccccc1	6	0
COc1ccc(OC)c(C2C(C(=O)c3ccco3)C(=O)C(=O)N2CCN(C)C)c1 (centres undefined)	1	-5
CCCCC[C@H](O)/C=C/[C@H]1C(=O)C=C[C@@H]1C/C=C\CCCC(=O)O	-8	.
COc1ccccc1NC(=O)CSc1nc(O)cc(=O)n1-c1ccccc1OC	-9	0
COc1ccc(NC(=O)N(C)C[C@@H]2Oc3cc(C#CCC(C)C)ccc3S(=O)(=O)N([C@@H](C)CO)C[C@@H]2C)cc1	-24	.
CCC(=O)c1ccccc1OCCCn1cncn1	7	-5
C[C@H]1CN([C@@H](C)CO)C(=O)c2cc(C3=CCCC3)cnc2O[C@@H]1CN(C)C(=O)c1ccccn1	1	.
O=C(Nc1cccc([N+](=O)[O-])c1)C1CCCN(S(=O)(=O)c2ccc(F)cc2)C1 (centres undefined)	-5	-2
CC(=O)OCC1=C[C@@H](O)[C@@H]2C=CO[C@@H](OC3OC(CO)C(O)C(O)C3O)[C@H]12 (some centres undefined)	.	2
Cc1ccc(C(=O)O)cc1NC(=O)COc1ccc(I)cc1	44	-5

One compound at a time, from the list above.
Entry for `Cc1ccc(C(=O)O)cc1NC(=O)COc1ccc(I)cc1` = mut p53 react: 44; STK33 kin inh: -5
Entry for `CC(=O)OCC1=C[C@@H](O)[C@@H]2C=CO[C@@H](OC3OC(CO)C(O)C(O)C3O)[C@H]12` (some centres undefined) = mut p53 react: .; STK33 kin inh: 2

Later entries
SMILES	mut p53 react	STK33 kin inh
C[C@H]1CN([C@@H](C)CO)C(=O)c2cccc(NS(=O)(=O)c3cn(C)cn3)c2O[C@@H]1CN(C)Cc1ccc2c(c1)OCO2	5	.
C[C@@H]1CN([C@H](C)CO)S(=O)(=O)c2ccc(C#CC3CC3)cc2O[C@H]1CN(C)C(=O)C1CCCCC1	-14	.
CC(C)(C)NC(=S)N1CCSCC1	3	.
CC(C)NC(=O)N(C)C[C@@H]1OCCCC[C@H](C)Oc2ccc(NC(=O)Nc3cccc4ccccc34)cc2C(=O)N([C@H](C)CO)C[C@@H]1C	-12	.
C[C@@H]1CN([C@H](C)CO)C(=O)c2cccc(NC(=O)Nc3ccc4c(c3)OCO4)c2O[C@H]1CN(C)S(=O)(=O)c1ccc(Cl)cc1	-11	.
O=C(CCN1C(=O)c2ccccc2C1=O)Nc1ccccc1-c1ccccc1	-1	-1
O=C(Nc1cccc([N+](=O)[O-])c1)Nc1nn(Cc2ccc(Cl)c(Cl)c2)cc1Cl	-2	4
COc1ccc(/C=C/C(=O)O[C@@H]2[C@@H](OC(=O)/C=C/c3ccc(OC)cc3)[C@H](C)O[C@@H](O[C@H]3[C@@H]4C=CO[C@@H](O[C@@H]5O[C@H](CO)[C@@H](O)[C@H](O)[C@H]5O)[C@@H]4[C@@]4(CO)O[C@@H]34)[C@@H]2OC(C)=O)cc1	.	-1
CCOC(=O)N1CCN(CC(O)Cn2c(=O)c3c(ncn3C)n(C)c2=O)CC1 (centres undefined)	.	-1
COCC#Cc1cnc2c(c1)C(=O)N([C@H](C)CO)C[C@H](C)[C@H](CN(C)C(=O)C1CCC1)O2	5	.
Cc1ccc(-n2c(C)nnc2SCC(=O)Nc2c(C)cccc2C)cc1C	2	-3
COc1ccc(CN(C)C[C@@H]2Oc3ccc(NS(=O)(=O)c4ccc(OC)cc4)cc3C(=O)N([C@@H](C)CO)C[C@@H]2C)cc1	-1	.
Cc1ccc(S(=O)(=O)N(C)C[C@H]2Oc3ccc(NC(=O)NC4CCCCC4)cc3CC(=O)N([C@@H](C)CO)C[C@@H]2C)cc1	.	2
COc1c2c(c(C)c3c1C(=O)OC3)OC1(C)CC(O)C3(O)C(C)(C)OC(=O)CCC3(C)C1C2 (centres undefined)	.	-3
COc1ccc(S(=O)(=O)Nc2cccc3c2O[C@H](CN(C)C(=O)Nc2ccc(F)cc2)[C@@H](C)CN([C@H](C)CO)C3=O)cc1	.	0
C[C@@H]1CN([C@H](C)CO)C(=O)c2cc(C#CC3(O)CCCC3)cnc2O[C@@H]1CN(C)C(=O)Cc1ccccc1	4	.
CC(C)NC(=O)Nc1ccc2c(c1)C(=O)N([C@@H](C)CO)C[C@H](C)[C@H](CN(C)Cc1ccccc1)O2	.	1
C[C@@H]1CN([C@H](C)CO)C(=O)c2cc(NC(=O)NC3CCCCC3)ccc2O[C@@H](C)CCCCO[C@H]1CN(C)Cc1ccncc1	3	.
C[C@H]1CCCCO[C@@H](CN(C)Cc2ccccc2)[C@@H](C)CN([C@@H](C)CO)C(=O)c2cc(NS(C)(=O)=O)ccc2O1	4	.
C/C=C(\C)C(=O)O[C@H]1[C@H](OC(C)=O)[C@@]2(CO)C(CC1(C)C)C1=CCC3[C@@]4(C)CC[C@H](O[C@@H]5O[C@H](C(=O)O)[C@@H](O)[C@H](O[C@@H]6O[C@H](CO)[C@H](O)[C@H](O)[C@H]6O[C@@H]6O[C@@H](C)[C@H](O)[C@@H](O)[C@H]6O)[C@H]5O[C@@H]5O[C@H](CO)[C@@H](O)[C@H](O)[C@H]5O)C(C)(C)C4CC[C@@]3(C)[C@]1(C)C[C@H]2O (some centres undefined)	-82	-5
CS(=O)(=O)NC(C(=O)O)c1ccccc1 (centres undefined)	-16	0
Cc1cc(=O)c2c(O)c3c(O)cc(O)c4c5c(O)cc(O)c6c(O)c7c(=O)cc(C)c8c1c2c(c34)c(c65)c78	.	5
C[C@@H]1CN([C@@H](C)CO)C(=O)c2cc(NC(=O)Nc3ccc(F)cc3)ccc2O[C@@H]1CN(C)Cc1ccc(C(=O)O)cc1	.	-1
CCn1c(SCC(=O)Nc2ccccc2C(F)(F)F)nnc1-c1cccc(C)c1	4	0
COc1ccc(S(=O)(=O)Nc2ccc3c(c2)C(=O)N([C@@H](C)CO)C[C@@H](C)[C@H](CN(C)CC2CC2)O3)cc1	-7	.
C[C@@H]1CN([C@H](C)CO)C(=O)Cc2cc(NC(=O)Cc3ccccc3)ccc2O[C@@H]1CN(C)Cc1ccccc1	.	-1
C[C@@H]1CCCCO[C@H](CN(C)C(=O)Nc2ccc(C(F)(F)F)cc2)[C@H](C)CN([C@@H](C)CO)C(=O)c2cc(NC(=O)Nc3ccc4c(c3)OCO4)ccc2O1	-37	.
CCOc1ccc(-n2c(SCc3cccc([N+](=O)[O-])c3)nnc2-c2ccncc2)cc1	-23	-1
CC(C)(O)C1Cc2cc(CCc3cc(O)cc(O)c3)ccc2O1 (centres undefined)	-1	0
O=c1[nH]nc(C(F)(F)F)n2cccc12	.	1

Reformatted with each value named: 2 of the compounds above
CS(=O)(=O)NC(C(=O)O)c1ccccc1 (centres undefined)
- mut p53 react = -16
- STK33 kin inh = 0

Cc1cc(=O)c2c(O)c3c(O)cc(O)c4c5c(O)cc(O)c6c(O)c7c(=O)cc(C)c8c1c2c(c34)c(c65)c78
- mut p53 react = .
- STK33 kin inh = 5

(more compounds)
SMILES	mut p53 react	STK33 kin inh
COc1ccc(S(=O)(=O)Nc2ccc3c(c2)CC(=O)N([C@H](C)CO)C[C@H](C)[C@H](CN(C)Cc2ccc(-c4ccccc4)cc2)O3)cc1	.	4
COc1ccc(C(=O)Nc2ccc3nc(SCC(=O)N4CCOCC4)sc3c2)cc1OC	-19	-4
COc1ccc(S(=O)(=O)N(C)C[C@@H]2OCCCC[C@@H](C)Oc3ccc(NC(=O)c4ccncc4)cc3C(=O)N([C@H](C)CO)C[C@@H]2C)cc1	.	2
COc1cc(NC(=O)COc2ccc([N+](=O)[O-])cc2)ccc1NC(=O)c1ccccc1Cl	9	2
COc1ccc(C#Cc2ccc3c(c2)O[C@H](CN(C)C(=O)CN2CCOCC2)[C@H](C)CN([C@@H](C)CO)S3(=O)=O)cc1	-8	.
Cc1ccc(S(=O)(=O)Nc2ccc3c(c2)CC(=O)N([C@@H](C)CO)C[C@@H](C)[C@@H](CN(C)C)O3)cc1	.	-2
COC(=O)[C@@]1(Cc2ccccc2)N=C(c2ccc(OCCCO)cc2)O[C@H]1c1ccccc1CN=[N+]=[N-]	.	13
C[C@@H]1CN([C@H](C)CO)C(=O)CCCn2nncc2CO[C@@H]1CN(C)C(=O)Cc1ccccc1	1	0
COc1ccc(S(=O)(=O)Nc2cccc3c2O[C@@H](CN(C)S(=O)(=O)c2cn(C)cn2)[C@@H](C)CN([C@@H](C)CO)C3=O)cc1	3	.
Cc1ccc(C)c(NC(=O)CN(c2ccc(F)c(Cl)c2)S(C)(=O)=O)c1	-12	2

Part of the list above in order of number of heavy atoms, lowest first:
SMILES	mut p53 react	STK33 kin inh
CS(=O)(=O)NC(C(=O)O)c1ccccc1 (centres undefined)	-16	0
C[C@@H]1CN([C@@H](C)CO)C(=O)c2cccc(NS(=O)(=O)c3ccccc3)c2O[C@@H]1CN(C)C	3	.
COc1ccc(S(=O)(=O)Nc2cccc3c2O[C@H](CN(C)C(=O)Nc2ccc(F)cc2)[C@@H](C)CN([C@H](C)CO)C3=O)cc1	.	0

Later entries:
SMILES	mut p53 react	STK33 kin inh
C[C@@H]1CN([C@@H](C)CO)C(=O)c2cccc(NC(=O)c3ccc(-c4nccs4)cc3)c2O[C@@H]1CN(C)S(=O)(=O)c1cccs1	-57	1
OCCCNc1nc(-c2ccccc2Cl)c2cc(Br)ccc2n1	-24	0
Cc1ccc2nc(-c3ccc(NC(=O)Cn4nc([N+](=O)[O-])c(Cl)c4C)cc3)sc2c1	80*	5
C[C@H]1CN([C@@H](C)CO)C(=O)c2cc(NC(=O)NC3CCCCC3)ccc2O[C@H]1CN(C)S(=O)(=O)c1cn(C)cn1	-4	-4
Cc1ccc(S(=O)(=O)N(C)C[C@@H]2Oc3ccc(NC(=O)Nc4cccc5ccccc45)cc3C(=O)N([C@@H](C)CO)C[C@@H]2C)cc1	.	1
O=C1C2=C(NC(=S)NC2c2ccccc2)c2ccccc21 (centres undefined)	.	2
CS(=O)(=O)N(CC(=O)Nc1ccc(F)cc1)c1ccccc1Br	-7	4
COc1cc(O)c2c(=O)cc(-c3ccccc3)oc2c1OC	.	23*
C[C@@H]1CN([C@@H](C)CO)C(=O)c2cc(C#CC3(O)CCCC3)cnc2O[C@H]1CN(C)C(=O)Cc1ccccc1	13	.
COc1ccc(NC(=O)c2ccco2)cc1NC(=S)NC(=O)c1cc2ccccc2o1	-65	2
Cc1ccccc1NC(=O)CSc1nc(N2CCCCC2)nc(N2CCCCC2)n1	-14	6
Cc1cc2nc(-c3ccc(NC(=O)COc4ccccc4[N+](=O)[O-])cc3)oc2cc1C	68*	2
COc1ccc(S(=O)(=O)N(C)C[C@H]2Oc3ccc(NC(=O)Nc4cccc5ccccc45)cc3CC(=O)N([C@H](C)CO)C[C@H]2C)cc1	-4	0
